# Assay outcomes as filed in PubChem.
# Mtb BioA inh = inhibitors of Mycobacterium tuberculosis BioA enzyme; purified M. tuberculosis BioA enzyme, plate reader; inhibition, % at 9.99 µM; actives 0.096% (n = 360,000); in the data active = inhibition above about 40%
# BH1578 lux ind = inducers of Vibrio cholerae quorum light production without autoinducers | AID 588436 | V. cholerae BH1578 lux reporter, luminescence, 6 h | activation, % at 18.7 µM | actives 0.16% (n = 350,000); in the data active = activation mostly above about 9.7%, no sharp cut-off; also: not every result past the cut was called active; inactives centre near 0; reference of the scale not given here
# Mtb UGM inh = blocks M. tuberculosis UGM enzyme | actives 0.06% (n = 320,000) | purified UGM, fluorescence polarization probe displacement | inhibition, % at 10 µM; in the data active = inhibition above about 10%, passing the limit was not always enough
# GDH-TPI inh = counter-screen for M. tuberculosis FBA inhibitors: GDH-TPI coupled enzymes | actives 1.2% (n = 360,000) | GDH-TPI coupled enzyme counterscreen, NADH absorbance | AID 588335 | inhibition, % at 4.8 µM; in the data active = inhibition above about 30%;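 also: 0% = DMSO wells and 100% = wells lacking the enzyme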
# FadD28 FP inh = blocks FadD28 binding to the bisubstrate probe. fluorescence polarization. inhibition, % at 12.5 µM. actives 0.22% (n = 360,000). AID 588549; in the data active = inhibition above about 8.5%, passing the limit was not always enough
# Mtb FBA inh = inhibits M. tuberculosis FBA enzyme; purified M. tuberculosis FBA, fluorescence read-out; inhibition, % at 1 µM; AID 588726; P9WQA3; actives 2.3% (n = 360,000); in the data active = inhibition above about 27%;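 also: 0% = vehicle and 100% = reference inhibitor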
# Y pestis TopoI = blocks Yersinia pestis topoisomerase I activity; Y. pestis Topo-I cleavage product accumulation, plate reader; activity, % at 10 µM; actives 0.064% (n = 360,000); AID 504884; in the data active = activity above about 50%, passing the limit was not always enough; also: inactives centre near 2
# PfHsp40 yeast = restores yeast growth despite PfHsp40 toxicity; growth rescue, % at 12.5 µM; actives 0.68% (n = 340,000); AID 504582; S. cerevisiae expressing PfHsp40, growth rescue, ATP luminescence; in the data active = growth rescue above about 28%, passing the limit was not always enough;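 also: yeast W303a lacking pdr1 and pdr3 grown in galactose medium; growth measured after three days at 30 °C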
# TcdB inh = TcdB glycohydrolase inhibition. actives 0.24% (n = 350,000). TcdB glycohydrolase enzymatic assay, plate reader. P18177. inhibition, % at 9.99 µM; in the data active = inhibition above about 10%
# Target sequence (P18177 whole entry, looked up): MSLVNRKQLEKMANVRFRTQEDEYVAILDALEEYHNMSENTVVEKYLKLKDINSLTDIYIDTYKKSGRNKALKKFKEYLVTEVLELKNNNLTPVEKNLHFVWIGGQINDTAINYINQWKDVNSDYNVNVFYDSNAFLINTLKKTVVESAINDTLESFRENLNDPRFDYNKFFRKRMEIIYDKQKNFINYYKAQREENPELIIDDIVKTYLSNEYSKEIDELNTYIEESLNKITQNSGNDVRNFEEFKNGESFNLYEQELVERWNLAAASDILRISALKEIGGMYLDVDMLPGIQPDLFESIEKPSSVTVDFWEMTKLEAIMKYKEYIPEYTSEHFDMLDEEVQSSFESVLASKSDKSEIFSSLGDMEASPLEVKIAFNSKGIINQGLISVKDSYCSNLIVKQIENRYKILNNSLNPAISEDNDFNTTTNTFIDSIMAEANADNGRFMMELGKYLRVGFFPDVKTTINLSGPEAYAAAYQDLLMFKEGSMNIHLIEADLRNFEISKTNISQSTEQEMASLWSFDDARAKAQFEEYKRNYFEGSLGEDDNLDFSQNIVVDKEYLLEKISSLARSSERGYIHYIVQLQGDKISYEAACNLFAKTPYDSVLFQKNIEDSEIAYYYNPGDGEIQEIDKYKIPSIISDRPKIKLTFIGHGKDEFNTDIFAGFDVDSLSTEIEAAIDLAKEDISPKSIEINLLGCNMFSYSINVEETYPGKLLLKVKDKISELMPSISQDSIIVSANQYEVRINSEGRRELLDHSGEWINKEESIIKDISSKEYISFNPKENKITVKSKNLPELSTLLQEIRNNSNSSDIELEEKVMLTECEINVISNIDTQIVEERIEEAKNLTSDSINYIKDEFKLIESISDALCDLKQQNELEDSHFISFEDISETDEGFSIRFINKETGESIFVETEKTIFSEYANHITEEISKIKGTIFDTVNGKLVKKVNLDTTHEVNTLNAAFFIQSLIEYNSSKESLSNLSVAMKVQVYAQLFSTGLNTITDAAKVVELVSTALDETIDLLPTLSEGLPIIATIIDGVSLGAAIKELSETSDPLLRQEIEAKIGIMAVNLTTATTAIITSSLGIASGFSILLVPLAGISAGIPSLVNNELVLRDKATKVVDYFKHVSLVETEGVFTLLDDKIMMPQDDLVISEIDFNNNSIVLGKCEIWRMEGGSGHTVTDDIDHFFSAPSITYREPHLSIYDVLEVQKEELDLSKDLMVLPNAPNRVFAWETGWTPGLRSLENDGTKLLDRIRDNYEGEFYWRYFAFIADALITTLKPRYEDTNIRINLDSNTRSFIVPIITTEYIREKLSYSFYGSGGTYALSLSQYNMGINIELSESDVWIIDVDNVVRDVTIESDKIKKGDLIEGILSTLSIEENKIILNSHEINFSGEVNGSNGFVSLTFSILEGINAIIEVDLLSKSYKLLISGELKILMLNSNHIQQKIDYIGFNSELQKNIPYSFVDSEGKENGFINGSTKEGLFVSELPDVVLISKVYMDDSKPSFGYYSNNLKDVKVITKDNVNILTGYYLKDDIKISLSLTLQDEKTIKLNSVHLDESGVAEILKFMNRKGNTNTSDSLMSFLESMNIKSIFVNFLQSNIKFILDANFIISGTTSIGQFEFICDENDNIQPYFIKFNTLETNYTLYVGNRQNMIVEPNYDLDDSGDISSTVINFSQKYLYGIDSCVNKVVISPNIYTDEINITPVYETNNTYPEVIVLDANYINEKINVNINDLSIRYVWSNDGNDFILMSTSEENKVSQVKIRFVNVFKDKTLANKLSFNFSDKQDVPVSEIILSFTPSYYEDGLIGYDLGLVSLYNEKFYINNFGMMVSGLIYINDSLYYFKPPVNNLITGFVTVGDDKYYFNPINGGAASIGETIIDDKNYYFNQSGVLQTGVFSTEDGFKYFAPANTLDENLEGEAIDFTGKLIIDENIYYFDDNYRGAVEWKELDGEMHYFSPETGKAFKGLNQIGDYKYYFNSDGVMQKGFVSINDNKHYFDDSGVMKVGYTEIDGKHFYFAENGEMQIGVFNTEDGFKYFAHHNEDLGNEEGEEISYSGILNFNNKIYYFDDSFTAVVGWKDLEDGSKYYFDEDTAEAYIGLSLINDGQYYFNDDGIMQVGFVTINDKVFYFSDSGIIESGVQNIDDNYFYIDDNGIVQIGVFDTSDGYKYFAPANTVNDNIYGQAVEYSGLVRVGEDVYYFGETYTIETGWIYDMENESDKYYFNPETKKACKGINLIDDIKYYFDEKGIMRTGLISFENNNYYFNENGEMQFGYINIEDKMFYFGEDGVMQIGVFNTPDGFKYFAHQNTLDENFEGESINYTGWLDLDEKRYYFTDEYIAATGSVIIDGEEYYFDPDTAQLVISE
# Active calls of the source: *; i = inactive; . = not tested or not shown; & = joins results of further samples.
SMILES,Mtb BioA inh,BH1578 lux ind,Mtb UGM inh,GDH-TPI inh,FadD28 FP inh,Mtb FBA inh,Y pestis TopoI,PfHsp40 yeast,TcdB inh
O=C(c1cc(F)c(F)cc1Cl)N1CCN(c2ccc([N+](=O)[O-])c3ncccc23)CC1,.,-0.2,1.5,1,-4.9,0,2,-0.1,1.3
CCOc1ccccc1NC(=O)NCc1ccc2c(c1)OCO2,-0.1,0.5,2.8,8,-1.0,1,8,0.3,1.3
CCCc1[nH]nc2c1C(c1cccc(OC(=O)c3ccco3)c1)C(C#N)=C(N)O2 (stereo not drawn),.,i,2.2,5,-12,-2,23,-0.2,.
CC1(C)NC(=O)N(CC(O)CN(c2ccccc2)S(=O)(=O)c2ccccc2[N+](=O)[O-])C1=O (stereo not drawn),-6.6,-0.3,0.3,11,.,5,-6,-0.1,0.7
CCCN(C(=O)COC(=O)CCOc1ccccc1)c1c(N)n(Cc2ccccc2)c(=O)[nH]c1=O,-1.7,0.5,-1.9,2,-3.7,-1,12,1.1,1.5
COC(=O)c1ccccc1NC(=S)NC(=O)c1ccccc1C,-0.5,i,-0.6,7,-3.3,3,2,-1.8,.
COc1ccc(-c2nc(CCNC(=O)c3ccc(Br)o3)cs2)cc1,0.1,-1.0,-0.6,7,-6.5,3,36,8.8,0.5
COC(=O)c1ccc(CSc2nnc(Nc3ccc(C)cc3)s2)o1,0.4,0.6,0.6,4,-0.8,3,30,0.5,.
O=C(Cc1ccccc1)Oc1cccc(N2C(=O)CCC2=O)c1,-0.6,.,-2.9,-5,-3.5,-2,-8,-0.4,.
COc1ccc2[nH]cc(CCNC(=O)COc3cc(C)cc4oc(=O)cc(C)c34)c2c1,-0.7,-0.4,0.5,19,-2.5,1,-8,0.5,-0.6
O=C(NCCN1CCNC1=O)c1ccc2sc([C@H]3C[C@H](O)[C@@H](CO)O3)nc2c1,-3.2,-0.2,.,2,-1.2,0,-5,.,-0.3
Cc1ccc2nc(SCC(=O)NCc3ccccc3)nc(=O)n2c1,2.7,i,.,9,-2.3,3,-8,0.2,2.8
NC(=O)C1CCN(C(=O)CCc2nc3ccccc3c(=O)[nH]2)CC1,1.1,i,1.5,4,-1.4,1,5,-0.9,-21
O=C(N/N=C/c1ccncc1)c1ccc(NC(=O)c2ccc(Cl)cc2)cc1,.,-0.2,1.9,8,-3.4,-4,7,0.0,-0.2
CC(C)c1ccc(NC(=O)c2ccc(NS(C)(=O)=O)cc2)cc1,-3.3,-0.2,-0.2,7,-2.0,1,-2,0.3,-0.2
Cc1nc(C)c(-c2ccc(SCC(=O)Nc3ccccc3)nn2)s1,-0.8,i,-2.4,8,-1.6,-1,-4,-0.4,-1.1
Cc1cc(CNC(=O)COc2ccccc2F)c2ccccc2n1,.,0.0,1.1,-5,-0.2,-5,-8,0.5,0.1
CCOC(=O)C(=CNc1ccc(Oc2cccnc2)nc1)C(=O)OCC,.,i,0.6,36*,0.7,-2,-1,-1.2,-0.1
Cc1cccc(N(C(=O)c2csnn2)C(C(=O)NC2CCCCC2)c2ccncc2)c1 (stereo not drawn),0.3,-0.2,-1.4,-7,-0.2,1,-1,-0.8,2.6
COc1ccccc1NC(=O)C1=C(C)NC2=C(C(=O)CCC2)C1c1ccc(C)o1 (stereo not drawn),-0.8,-3.3,-1.3,16,-1.0,5,-5,-1.2,.
COc1ccc(-n2nc(C(=O)NCC(=O)NCc3ccc(F)cc3)c3ccccc3c2=O)cc1OC,-1.5,-0.3,2.3,-1,-2.8,3,11,-1.3,0.0
CCOCCn1c(=NC(=O)c2ccc(S(=O)(=O)N3CCOCC3)cc2)sc2cc(S(N)(=O)=O)ccc21,-1.0,0.3,-0.3,24,-3.0,1,6,0.5,3.2
Fc1ccccc1NC(=S)NCc1ccc2c(c1)OCO2,.,-0.2,0.1,-8,-4.4,1,-8,-0.9,-0.7
COc1ccccc1CN1CCCC(CNC(=O)c2cccc3ccccc23)C1 (stereo not drawn),-2.1,6.0,-0.6,6,-1.7,1,-1,1.9,2.1
O=C(Cc1ccc(Cl)cc1)Nc1ccc(C(=O)N2CCCCC2)cc1,1.1,i,-1.5,-11,-3.2,5,12,-0.4,1.9
# (next part)
SMILES,Mtb BioA inh,BH1578 lux ind,Mtb UGM inh,GDH-TPI inh,FadD28 FP inh,Mtb FBA inh,Y pestis TopoI,PfHsp40 yeast,TcdB inh
CCNC(=O)COc1ccc(C=O)cc1OC,-0.2,-0.8,-0.4,-4,-5.6,1,-1,0.8,.
COc1ccc(S(=O)(=O)Nc2ccc3c(c2)[C@H]2C[C@H](CC(=O)NCC4CC4)O[C@@H](CO)[C@H]2O3)cc1,-1.2,4.2,.,-12,-2.6,-3,4,.,-1.6&1.0
COc1ccc(-n2nc(C(=O)NCC(=O)N3CCN(c4ccccc4F)CC3)c3ccccc3c2=O)cc1,-1.3,-0.2,-5.0,-1,-4.1,-7,8,-0.2,1.1
CCCCn1c(SCC(=O)NCc2ccco2)nc2c(sc3ccccc32)c1=O,-3.7,i,2.3,21,-0.5,3,-2,-0.7,.
Cc1nc(-c2ccccc2)nc2n[nH]c(N)c12,-0.8,-0.5,-0.7,-2,-1.1,2,3,-1.0,0.3
CCC1=Nc2cc(C(=O)N3CCCCC3)ccc2Sc2ccc(C)cc21,1.3,-0.2,0.7,1,-2.3,0,30,1.0,0.1
Cc1ccc(S(=O)(=O)c2c(C)nn(C(C)(C)C)c2OC(=O)C(C)C)cc1,-1.0,-7.9,0.2,9,-4.6,2,37,0.9,1.3
CCC(Sc1nc2c(c(=O)[nH]1)CCC2)C(=O)Nc1cccc(OC)c1 (stereo not drawn),-0.4,-0.1,1.7,1,3.1,-3,15,-1.0,.
Cc1ccc(S(=O)(=O)N2CCN(c3ncnc4ccccc34)CC2)cc1,0.3,-0.5,-2.9,5,-2.6,0,15,0.0,0.0
CCCCCCn1cnc2c(c1=O)c1nc3ccccc3nc1n2/N=C/c1ccco1,1.7,.,.,16,-3.0,8,-9,0.5,.
O=C(Cc1ccccc1[N+](=O)[O-])Nc1nccs1,-1.1,i,1.3,-8,-3.1,-1,-7,0.2,0.6
Cc1occc1-c1nnc(SCC(=O)Nc2nc(-c3ccccc3)cs2)o1,-1.6,-2.4,0.1,3,-5.0,-2,33,0.2,2.7
Cc1ccc(C)c(N2CCN(C(=O)CSc3ccsc3[N+](=O)[O-])CC2)c1,.,1.6,2.3,6,0.6,2,-11,-0.1,.
C=CCOc1ccc(Cl)cc1C(=O)O,0.3,i,-3.1,2,-0.5,5,-6,0.5,.
CCOc1ccc(CN2CCNC(=O)C2CC(=O)NCCCC2CCCC2)cc1 (stereo not drawn),-0.1,i,-1.2,3,-3.3,3,38,-0.1,-2.0
CCc1cccc2c(C(=O)CSc3nnc(-c4ccoc4C)n3C)c[nH]c12,0.2,i,4.5,11,-1.9,1,-1,0.9,.
Cc1ccc(C)c(-c2nnc(NC(=O)c3ccc([N+](=O)[O-])o3)o2)c1,0.8,0.8,3.6,22,0.8,1,-5,-0.8,1.0
Cc1cccc2nc(-c3ccco3)c(Nc3ccc4c(c3)OCCO4)n12,.,-2.1,3.2,8,-0.2,2,0,-0.2,-3.3
Nc1cc(=O)[nH]c(SCC(=O)Nc2cccc(Cl)c2)n1,2.5,i,3.1,10,-3.8,-1,8,1.2,.
c1ccc(OCCNc2nc(NCC3CC3)nc3ccsc23)cc1,0.3,0.2,.,-3,-4.1,-2,-3,.,0.9
O=C(N/N=C/c1coc2ccccc2c1=O)c1cccc([N+](=O)[O-])c1,-0.5,-0.1,-0.4,3,0.8,0,4,0.9,0.9
CS(=O)(=O)N(CC(=O)NC1CCCCC1)Cc1ccc(F)cc1,.,-1.2,-1.9,4,0.6,0,-3,0.3,1.8
COCCNC(=O)C1(C)CCCN(C(=O)c2ccccc2C(F)(F)F)C1 (stereo not drawn),-0.8,i,.,3,-1.0,-1,3,.,-0.8
COc1ccc2c(C=Nc3c(C)n(C)n(-c4ccccc4)c3=O)c(O)n(Cc3ccco3)c(=O)c2c1,-1.1&-2.3,1.0,-1.5,-3&29,-0.9&0.2,-6&4,-6&-3,0.0&-0.7,.
CCOc1cc(NC(=S)NC)c(OCC)cc1NC(=O)c1ccc(OC)cc1,1.2,-0.3,-1.1,1,-3.3,2,-20,1.4,2.0

# Filtered by structure, those above with a thiophene ring, fused or not (3)
SMILES,Mtb BioA inh,BH1578 lux ind,Mtb UGM inh,GDH-TPI inh,FadD28 FP inh,Mtb FBA inh,Y pestis TopoI,PfHsp40 yeast,TcdB inh
CCCCn1c(SCC(=O)NCc2ccco2)nc2c(sc3ccccc32)c1=O,-3.7,i,2.3,21,-0.5,3,-2,-0.7,.
Cc1ccc(C)c(N2CCN(C(=O)CSc3ccsc3[N+](=O)[O-])CC2)c1,.,1.6,2.3,6,0.6,2,-11,-0.1,.
c1ccc(OCCNc2nc(NCC3CC3)nc3ccsc23)cc1,0.3,0.2,.,-3,-4.1,-2,-3,.,0.9

# (list continues)
SMILES,Mtb BioA inh,BH1578 lux ind,Mtb UGM inh,GDH-TPI inh,FadD28 FP inh,Mtb FBA inh,Y pestis TopoI,PfHsp40 yeast,TcdB inh
CC(OC(=O)c1cc(=O)[nH]c2ccccc12)C(=O)Nc1ccccc1F (stereo not drawn),-1.5,-4.2,-3.1,2,0.0,5,7,-1.2,3.9
COc1cc(/C=C/C(=O)Oc2coc(CSc3ncccn3)cc2=O)cc(OC)c1OC,.,-0.7,2.2,4,1.0,4,6,0.7,0.6
CCc1cc(CNC(=O)c2ccc(OC3CCN(C(C)=O)CC3)c(OC)c2)on1,1.9,-1.0,1.4,-1,-1.5,1,-13,-0.8,1.0
Cc1csc(NC(=O)CCC(=O)N(CC(=O)NC2CCCCC2)c2ccccc2)n1,0.0,-1.2,1.0,-2,-3.5,2,12,-0.1,-0.4
COc1cc(/C=N/N(C)C2=NS(=O)(=O)c3ccccc32)cc(OC)c1OC,-2.3,i,-0.1,29,-1.0,-2,-8,0.0,1.5
CC1(C(=O)Nc2ccc3c(c2)OCCO3)CCN1C(=O)c1cccc(F)c1 (stereo not drawn),6.3,i,.,0,-3.0,1,-9,.,0.2
CC(C)C(C(=O)NCc1ccco1)N(C(=O)CNS(=O)(=O)c1ccccc1)C1CCCC1 (stereo not drawn),-0.4,i,-3.5,2,-0.1,1,3,-0.9,.
CCOC(=O)c1oc2ccccc2c1COC(=O)CNC(=O)c1ccccc1OC,.,-0.3,0.5,-7,-2.7,-2,5,-2.2,3.6
Cc1c(CN2CCC(n3nccc3NC(=O)C3CC3)CC2)[nH]c2ccccc12,3.9,-0.4,-2.5,4,0.1,2,2,-0.5,0.8
Cc1cc(Cl)ccc1NC(=S)NCc1ccc(S(N)(=O)=O)cc1,.,-0.4,-0.1,13,-2.4,1,-7,-0.9,1.0
Cc1ccc2c(c1)COc1c3ccc(C(=O)N4CCCCC4)cc3nn1-2,-1.5,i,-0.1,16,-0.8,4,23,0.4,-1.5
Cn1nc(C(F)(F)F)c(-c2ccc(Br)cc2)c1NC(=O)Nc1ccc(F)cc1F,-0.5,-0.7,2.7,-1,-2.2,-1,-10,-1.1,1.1
Cc1ccc(C2(C)NC(=O)N(CC(=O)N3CCc4ccccc43)C2=O)cc1 (stereo not drawn),.,i,-0.5,4,-1.3,4,5,0.8,0.7
Cc1ccc(NC(=O)CCC(=O)OCC(F)(F)C(F)F)cc1,-4.0,6.0,-0.3,6,-1.0,0,3,-0.9,.

# Single records, from the list above.
# Results for COc1cc(/C=C/C(=O)Oc2coc(CSc3ncccn3)cc2=O)cc(OC)c1OC → Mtb BioA inh = .; BH1578 lux ind = -0.7; Mtb UGM inh = 2.2; GDH-TPI inh = 4; FadD28 FP inh = 1.0; Mtb FBA inh = 4; Y pestis TopoI = 6; PfHsp40 yeast = 0.7; TcdB inh = 0.6
# Results for CCc1cc(CNC(=O)c2ccc(OC3CCN(C(C)=O)CC3)c(OC)c2)on1 → Mtb BioA inh = 1.9; BH1578 lux ind = -1.0; Mtb UGM inh = 1.4; GDH-TPI inh = -1; FadD28 FP inh = -1.5; Mtb FBA inh = 1; Y pestis TopoI = -13; PfHsp40 yeast = -0.8; TcdB inh = 1.0
